Fam108B inh = mouse Fam108B serine hydrolase inhibitors, primary screen, counter-screen for RBBP9 inhibitor project, biochemical, fluorescence polarization; actives 0.33% (n = 300,000); AID 1947, 2009; inhibition, % at 9.51 µM; recombinant Fam108B, FP-Rh probe fluorescence polarization;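 active = inhibition above the screen mean inhibition plus 3 SD, computed separately per campaign, cut at about 18% in these data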;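 also: inhibitors lower polarization as less probe binds the enzyme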
PAFAH1B2 inh = PAFAH1B2 enzyme inhibitors, primary screen, biochemical, fluorescence polarization, human | Platelet-activating factor acetylhydrolase IB subunit alpha2 (Homo sapiens), P68402 | recombinant PAFAH1B2, FP-rhodamine activity probe | inhibition, % at 3.39 µM | actives 1.2% (n = 340,000) | AID 492953, 2010;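 active = inhibition above the mean of all tested compounds plus 3 SD, cut at about 24% in these data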;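 also: 0% = enzyme with DMSO and 100% = wells lacking PAFAH1B2; many of its hits are not listed in these tables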
Target sequence (P68402 whole entry, looked up): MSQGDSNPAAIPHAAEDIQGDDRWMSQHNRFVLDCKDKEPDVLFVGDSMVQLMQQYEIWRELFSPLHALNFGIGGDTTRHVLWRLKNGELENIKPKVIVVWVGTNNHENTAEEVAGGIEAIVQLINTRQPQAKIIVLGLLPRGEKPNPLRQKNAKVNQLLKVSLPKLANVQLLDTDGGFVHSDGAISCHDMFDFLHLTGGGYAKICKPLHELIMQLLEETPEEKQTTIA
PAFAH1B3 FP inh = PAFAH1B3 enzyme inhibitors, primary screen, biochemical, fluorescence polarization, human | inhibition, % at 3.39 µM | Platelet-activating factor acetylhydrolase IB subunit alpha1 (Homo sapiens), Q15102 | actives 0.28% (n = 340,000) | recombinant PAFAH1B3, FP-rhodamine probe;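 active = inhibition above the screen-wide average of all tested compounds plus 3 SD, cut at about 25% in these data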;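 also: 0% = enzyme with DMSO only and 100% = wells lacking PAFAH1B3 protein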
Target sequence (Q15102 whole entry, looked up): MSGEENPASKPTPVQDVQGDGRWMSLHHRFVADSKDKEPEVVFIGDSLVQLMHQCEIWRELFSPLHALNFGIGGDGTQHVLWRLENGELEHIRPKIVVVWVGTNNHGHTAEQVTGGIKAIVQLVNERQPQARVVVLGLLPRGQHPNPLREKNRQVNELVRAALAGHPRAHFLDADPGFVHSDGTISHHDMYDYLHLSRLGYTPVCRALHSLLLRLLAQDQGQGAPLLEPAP
GSTO1 inh = inhibitors of recombinant GSTO1, primary screen, counter-screen for RBBP9 inhibitor project, biochemical, fluorescence polarization; inhibition, % at 5.96 µM; actives 1.1% (n = 300,000); AID 1974, 2009; Glutathione S-transferase omega-1 (Homo sapiens), P78417; activity-based probe fluorescence polarization;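 active = inhibition above the campaign mean inhibition plus 3 SD, cut at about 35% in these data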;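 also: 0% = GSTO1-1 with DMSO and 100% = wells lacking GSTO1-1 enzyme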
LYPLA1 counter = LYPLA1 inhibitors, primary screen, counter-screen for PME1 inhibitor project, biochemical, fluorescence polarization, FP-Rh probe ABPP. Acyl-protein thioesterase 1 (Homo sapiens), O75608. inhibition, % at 5.9 µM. actives 0.16% (n = 320,000). recombinant LYPLA1;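 active = inhibition above the mean of all tested compounds plus 3 SD, set per campaign, cut at about 14% in these data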;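 also: inhibitors block serine hydrolase probe labeling of LYPLA1 so polarization falls; 0% = enzyme with DMSO and 100% = wells lacking LYPLA1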
Target sequence (O75608 whole entry, looked up): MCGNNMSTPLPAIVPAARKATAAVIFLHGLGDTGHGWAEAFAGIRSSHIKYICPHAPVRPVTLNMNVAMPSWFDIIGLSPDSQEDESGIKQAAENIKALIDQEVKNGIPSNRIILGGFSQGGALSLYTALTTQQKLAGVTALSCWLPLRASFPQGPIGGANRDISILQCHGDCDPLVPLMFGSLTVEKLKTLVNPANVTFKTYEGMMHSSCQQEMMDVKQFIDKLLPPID
PAFAH2 FP inh = PAFAH2 enzyme inhibitors, primary screen, biochemical, fluorescence polarization, human. recombinant PAFAH2, FP-rhodamine activity probe. inhibition, % at 3.39 µM. actives 0.99% (n = 340,000);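 active = inhibition above the mean over all tested compounds plus 3 SD, cut at about 30% in these data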;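 also: inhibitors block probe labeling of enzyme so polarization drops; 0% = enzyme with DMSO and 100% = wells lacking PAFAH2 protein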
PAD4 FP inh = human PAD4 inhibitors, primary screen, biochemical, fluorescence polarization, 1536-well format. recombinant PAD4, RCA probe fluorescence polarization. inhibition, % at 6.36 µM. actives 0.41% (n = 330,000);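 active = percent inhibition above a cutoff equal to the mean of all tested compounds plus 3 SD, cut at about 15% in these data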;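 also: 0% = PAD4 with RCA probe and DMSO and 100% = probe without PAD4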
pPAFAH FP inh = pPAFAH enzyme inhibitors, primary screen, biochemical, fluorescence polarization, human | Platelet-activating factor acetylhydrolase (Homo sapiens), Q13093 | recombinant pPAFAH, FP-rhodamine probe fluorescence polarization | inhibition, % at 3.39 µM | actives 1.5% (n = 330,000) | AID 463082, 2010;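 active = inhibition above the mean inhibition across the screen plus 3 SD, cut at about 25% in these data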;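 also: inhibitors block binding of the rhodamine activity-based probe so polarization drops; 0% = enzyme with DMSO and 100% = wells lacking pPAFAH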
PME-1 inh = PME-1 inhibitors via competitive probe labeling, primary screen, biochemical, fluorescence polarization, FP-Rh probe, HTS; Protein phosphatase methylesterase 1 (Homo sapiens), Q9Y570; recombinant PME-1; inhibition, % at 5.9 µM; actives 0.53% (n = 320,000);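 active = inhibition above the campaign mean of all compounds plus 3 SD, cut at about 26% in these data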;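 also: competitive labeling of PME-1 active site by serine hydrolase directed probe; 0% = PME-1 with DMSO and 100% = wells lacking PME-1 enzyme; inhibitors block probe labeling so polarization falls and inhibition rises; many of its hits are not listed in these tables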
Target sequence (Q9Y570 whole entry, looked up): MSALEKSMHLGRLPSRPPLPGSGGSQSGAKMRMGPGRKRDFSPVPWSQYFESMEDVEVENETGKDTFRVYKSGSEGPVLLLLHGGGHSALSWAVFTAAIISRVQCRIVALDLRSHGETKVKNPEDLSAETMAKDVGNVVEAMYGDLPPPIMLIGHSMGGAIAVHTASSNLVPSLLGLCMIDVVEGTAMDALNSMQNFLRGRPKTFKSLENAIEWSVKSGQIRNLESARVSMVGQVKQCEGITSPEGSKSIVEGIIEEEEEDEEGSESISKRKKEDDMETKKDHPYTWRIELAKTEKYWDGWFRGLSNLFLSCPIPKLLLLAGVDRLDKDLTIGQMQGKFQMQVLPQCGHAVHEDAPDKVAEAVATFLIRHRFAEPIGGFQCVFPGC
The depositor's hits bear a star; . = no result given.

SMILES	Fam108B inh	PAFAH1B2 inh	PAFAH1B3 FP inh	GSTO1 inh	LYPLA1 counter	PAFAH2 FP inh	PAD4 FP inh	pPAFAH FP inh	PME-1 inh
Cc1onc(-c2ccccc2)c1C(=O)N1CCN(c2ccccc2F)CC1	-3	-1	10	5	4	-3	-1	-1	-5
CCOc1ccc(NC(=S)c2ccc3ccccc3n2)cc1	-3	3	-1	7	-2	-2	-5	4	0
O=C1CCCC/C1=C/NCc1ccc(F)cc1	1	1	6	5	-5	5	-2	-1	2
O/N=C/c1cn(-c2ccccc2)nc1-c1cccnc1	-2	7	8	-2	0	7	0	2	3
Cc1ccccc1CNc1ccc(C(CC(N)=O)NC(=O)c2ccccc2)cc1[N+](=O)[O-] (centres undefined)	-8	-1	8	-5	1	0	-9	0	-10
CO/N=C(\Cn1ncc(N2CCOCC2)c(Br)c1=O)c1ccc(Cl)cc1	3	1	11	16	8	-10	-1	3	3
O=C(O)C1=C[C@H](c2coc3ccccc3c2=O)C[C@H](OCc2ccc(CO)cc2)O1	3	6	8	1	2	-2	0	2	3
O=C1CCCN2N=C(SCC(=O)Nc3ccccc3C(F)(F)F)SC2=N1	-2	-3	12	-2	-2	-4	4	2	1
O=[N+]([O-])c1ccc(CSC2=NCCN2)cc1	-6	2	5	-2	5	-1	-1	1	0
O=C(Nc1nc2ccccc2s1)C1=NN(c2ccccc2)C(=O)CC1	0	5	1	-4	-5	0	0	6	0
CN(CC(=O)NC(=O)NCc1ccccc1)Cc1cccc(Cl)c1Cl	-2	7	6	5	1	5	0	6	3
O=C(O)CCN1CCN(S(=O)(=O)c2ccc3ccccc3c2)CC1	6	4	0	6	0	-8	-2	2	0
Cc1cc(C)c(S(=O)(=O)Nc2cnc3ccccc3c2)c(C)c1	3	6	2	0	1	13	1	4	6
Cc1ccc(C)c(S(=O)(=O)NC(CC(C)C)C(=O)O)c1 (centres undefined)	-5	5	10	-2	5	-4	-1	-3	-2
CC(NS(=O)(=O)c1ccccc1)C(N)=O (centres undefined)	-2	-3	2	2	0	0	-1	0	1
Cc1cc(C)cc(OCC(=O)Nc2ccc(-n3cnnn3)cc2)c1	.	0	6	.	-4	1	-1	-3	0
Cc1ccc(N(CN2C(=O)c3ccccc3C2=O)C(=O)c2ccc([N+](=O)[O-])cc2[N+](=O)[O-])cc1	1	0	7	11	1	2	1	1	3
COCCCNC(=O)Cn1c(=O)n(CCCCCC(=O)NCc2ccc3c(c2)OCO3)c(=O)c2sccc21	6	-3	4	6	0	0	0	6	7
COCc1[nH]nc2c1C(c1ccccc1Cl)C(C#N)=C(N)O2 (centres undefined)	5	10	7	-10	1	8	-7	4	-6
CCC(COC(=O)Nc1cccc(C)c1C)NC(=O)OCC(C)C (centres undefined)	0	-2	-1	0	2	1	-1	-2	2
CCn1c(SCC(=O)Nc2c(C#N)cnn2-c2ccccc2)nnc1-c1cccs1	3	.	.	1	1	.	-8	1	-3
CCCCOC(=O)c1[nH]c(C)c(C(=O)OC)c1C	3	0	-5	1	-2	-13	1	10	1
Cc1ccc(O)c(NC(=S)NC(=O)C(C)C)c1	-1	7	-2	-2	3	7	0	7	6
CN(C)C(CNC(=O)CNC(=O)c1ccc2ccccc2c1)c1ccccc1 (centres undefined)	3	-5	8	6	-3	-5	-1	5	-3
CSc1nc2oc3c(c2c2nncn12)CC(C)(C)SC3	-5	7	-1	6	-3	-1	0	5	3
Next structures.
SMILES	Fam108B inh	PAFAH1B2 inh	PAFAH1B3 FP inh	GSTO1 inh	LYPLA1 counter	PAFAH2 FP inh	PAD4 FP inh	pPAFAH FP inh	PME-1 inh
COC(=O)N/N=C/c1cn(CCOc2ccccc2)c2ccccc12	4	5	12	1	1	5	-7	8	4
COc1cccc(C(=O)NN/C(C)=C/C(=O)C(F)(F)C(F)(F)C(F)(F)F)c1	3	10	10	4	-1	8	7	2	3
COc1ccc(C2N(c3cc(C)on3)C(=O)C3CCCN32)cc1OC (centres undefined)	6	0	6	-1	-3	1	-2	1	-15
CNS(=O)(=O)c1cccc(C(=O)NNC(=O)c2ccc(COc3ccccc3)cc2)c1	-1	9	4	1	1	3	3	5	-3
COc1ccc(-c2cc(N)n(CCC#N)n2)c(OC)c1	-2	4	0	3	3	-2	2	-3	3
CC(C)(O)c1cc2ccc(C#CCCN3C(=O)c4ccccc4C3=O)cc2c(=O)o1	.	-1	-7	.	.	-2	-6	-4	.
COc1ccc(NC2=CC(=O)N(C)C2=O)cc1	-1	-6	2	3	3	-3	-3	7	6
O=C(COc1ncnc2ccc(Br)cc12)NC1CCCC1	.	0	4	.	1	2	2	0	-2
O=c1oc2ccccc2n1Cc1ccccc1	8	4	4	5	1	8	-2	3	2
CS(=O)(=O)N1CCC(C(=O)Nc2cc(C(F)(F)F)ccc2Cl)CC1	3	-3	-4	0	-1	-3	1	-1	1
CCOP(=O)(c1ccccc1)C(O)c1ccc(Br)cc1 (centres undefined)	3	0	5	8	-1	7	1	3	5
CC(CCc1ccccc1)NC(=O)CN1CCSc2ccccc21 (centres undefined)	2	7	-1	36*	-3	7	-7	-1	14
COc1ccccc1CN1CCN(S(=O)(=O)c2ccccc2)CC1	0	0	3	4	-2	-5	3	4	5
CN(Cc1nc2ccccc2s1)C(=O)c1ccc(F)cc1	4	3	-1	2	0	-5	-2	1	-7
COc1ccc(CCN=C(N)NS(=O)(=O)c2cc(F)ccc2F)cc1	4	4	2	4	1	-6	3	0	3
Cc1[nH]nc(SCC(=O)Nc2ccc(C#N)cc2)c1[N+](=O)[O-]	-18	-5	-1	-12	-13	-4	-22	-9	-28
COc1cc(C2SCC(=O)N2c2c(C)n(C)n(-c3ccccc3)c2=O)ccc1O (centres undefined)	0	-2	2	9	-1	-3	1	-4	-1
COCCNC(=O)C(=O)Nc1cc2c3c(c1)CCC(=O)N3CCC2	3	1	3	5	-1	6	3	3	4
O=C(CSc1ccc2nc(-c3ccccc3)cn2n1)NCC1CCCO1 (centres undefined)	2	2	-1	-52	0	7	3	6	-6
O=C(NCc1ccccc1)C(c1ccc(F)cc1)N(Cc1ccc2c(c1)OCO2)C(=O)Cn1nnc(-c2cccs2)n1 (centres undefined)	-3	7	6	0	-7	-13	-1	2	5
COc1ccc(C(=O)Nc2nc(CC(=O)NCCc3ccccc3OC)cs2)cc1	-3	5	7	-1	-5	3	0	0	-4
O=C(c1ccc(F)cc1)n1c(NCc2ccccc2)n[nH]c1=S	-8	1	-3	4	2	1	-11	-4	-1
CCOCCCNC(=S)N1CCC(NC(=O)C23CC4CC(CC(C4)C2)C3)CC1	2	1	9	7	5	0	-1	5	-1
Cn1c(=O)c2c(ncn2CC(=O)OCC(=O)NC(c2ccccc2)c2ccccc2)n(C)c1=O	-2	3	-1	-5	0	1	3	0	-5
Cn1c(COc2nnc(-c3ccc(Cl)cc3)c3ccccc23)nc2ccccc21	0	6	2	-8	3	7	-3	-2	1

Some of these compounds in order of their number in PAFAH1B2 inh, high to low.
canonical_smiles | PAFAH1B2 inh
O=C(NCc1ccccc1)C(c1ccc(F)cc1)N(Cc1ccc2c(c1)OCO2)C(=O)Cn1nnc(-c2cccs2)n1 (centres undefined) | 7
O=C(CSc1ccc2nc(-c3ccccc3)cn2n1)NCC1CCCO1 (centres undefined) | 2
O=C(c1ccc(F)cc1)n1c(NCc2ccccc2)n[nH]c1=S | 1

Going on with the list.
SMILES	Fam108B inh	PAFAH1B2 inh	PAFAH1B3 FP inh	GSTO1 inh	LYPLA1 counter	PAFAH2 FP inh	PAD4 FP inh	pPAFAH FP inh	PME-1 inh
CC(=O)c1c(C)[nH]c(C(=O)N2CCN(S(=O)(=O)c3ccc(C)cc3C)CC2)c1C	.	3	1	.	-44	11	4	4	10
Cc1ccc(NC(=O)CC(O)(C(F)(F)F)C(F)(F)F)c(Br)c1	-3	3	5	6	-3	4	0	4	-5
COc1cccc(OCC(=O)NNC(=O)Cc2cccs2)c1	5	4	5	4	-1	9	-1	1	-1
CCCCCCCCC(=O)N/N=C(\C)c1ccc(O)cc1O	4	3	8	3	0	3	2	9	7
O=C(NC1CCCC1)C1(c2ccccc2)CCN(S(=O)(=O)c2ccccc2)CC1	-1	12	-5	-4	-1	2	-4	1	4
CC1CCN(C(=O)COc2ncnc3ccccc23)CC1	-7	1	6	4	-2	-2	4	-6	-6
O=C(CCl)N1c2ccccc2OCC1c1ccccc1 (centres undefined)	2	5	4	64*	2	-7	2	1	-1
Cc1cc(C)c2nc(N(CCN(C)C)C(=O)c3ccc(S(=O)(=O)N(C)CC4CCCO4)cc3)sc2c1 (centres undefined)	-4	5	3	10	-5	-8	2	0	-4
O=C(COC(=O)CCc1nc2ccccc2c(=O)[nH]1)Nc1c(Cl)cccc1C(F)(F)F	1	-1	1	5	-4	5	2	1	-2
Cc1nc(S(=O)(=O)c2ccc(Cl)cc2Cl)nc2c1CCC2	-4	2	4	3	0	4	-1	3	-4
CC(C)(O)C#Cc1ccc(CN2CCN(Cc3ccsc3)C(CCO)C2)s1 (centres undefined)	3	4	3	10	-1	-6	-3	-3	-1
COC(=O)/C=C/COc1ccccc1[N+](=O)[O-]	1	-2	4	0	1	4	-1	1	-2
Cc1ccccc1-c1nc2c(s1)CCc1onc(-c3cccc([N+](=O)[O-])c3)c1-2	-1	2	7	7	-1	3	-4	2	-1
CC(=O)NS(=O)(=O)c1ccc(N=NN2CCOCC2)cc1	3	1	0	3	-2	-5	3	2	4
O=C(CSc1ccc([N+](=O)[O-])cn1)Nc1nccs1	2	4	8	8	0	-3	3	0	-5
COc1ccccc1CNC(=O)C1CC(=O)N(C2CCCC2)C1 (centres undefined)	-3	3	5	7	3	-2	-3	3	3
Cc1ccccc1CNC(=O)c1ccc2nc(N3CCOCC3)sc2c1	-1	0	5	5	4	0	-4	3	2
Cc1cc(C(=O)NNS(=O)(=O)c2ccccc2C(F)(F)F)nn1C(C)(C)C	0	-2	0	1	2	0	0	4	0
CCC(C)(C)n1nnnc1C(c1ccc(C)cc1)N1CCN(Cc2ccc3c(c2)OCO3)CC1 (centres undefined)	2	2	3	-4	-4	-4	-6	2	-2
Cc1cc(NC(=O)CCC(=O)N(c2ccccc2C)C(C(=O)NC2CCCC2)c2ccccc2)no1 (centres undefined)	-2	0	5	-2	0	13	-5	8	1
COc1cc(OCc2ccccc2)c(C(=O)/C=C/c2ccc3c(c2)OCO3)c(OC)c1OC	-2	-2	9	12	-5	3	2	3	0
COc1ccccc1N1CCN(C(=O)CN2C(=O)c3cccc4cccc(c34)C2=O)CC1	-1	-1	13	6	1	0	-4	7	-4
CC(C)c1cc(C(=O)O)n(-c2ccccc2)n1	-3	10	3	7	0	-3	0	3	-5
CN(c1ccc(OCc2nnc(-c3ccccc3)o2)cc1)S(=O)(=O)c1ccccc1	1	-1	-4	-3	1	0	-4	5	2

Source: PubChem BioAssay (The Scripps Research Institute Molecular Screening Center)

Only part of the results is shown, so the mix of outcomes need not match the whole.
